Source: PubChem BioAssay
MazF activator: increases E. coli MazEF RNase cleavage of RNA | P0AE70 | 350,000 tested, 0.32% active | FAM/BHQ RNA-DNA oligo cleavage fluorescence, 5 h | activation, % at 20 µM; in the data active means activation above about 50%
Target sequence (P0AE70 whole entry, looked up): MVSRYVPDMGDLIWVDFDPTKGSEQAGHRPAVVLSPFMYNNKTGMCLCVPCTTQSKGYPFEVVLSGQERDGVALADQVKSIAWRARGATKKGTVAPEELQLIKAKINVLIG
SARS 3CLpro inh: SARS-CoV 3CLpro protease inhibition; recombinant SARS-CoV 3CLpro, quenched FRET peptide cleavage; AID 1706; inhibition, % at 6 µM; 290,000 tested, 0.14% active; P0C6X7; in the data active means inhibition above about 12%
PriA SSB inh: blocks PriA binding to SSB C-terminal tail | AlphaScreen SSBct-PriA binding, biotinylated peptide | inhibition, % at 33 µM | 430,000 tested, 0.6% active | AID 1272365; in the data active means inhibition mostly above about 37%, no sharp cut-off; inactive means mostly below about 20%;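 further: plate controls were negative control peptide for no effect and reference peptide for full effect; strong numbers were not always called active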
PrPC surface inh: inhibitors of human cell surface prion protein PrPC; P04156; TR-FRET read-out; inhibition, % at 13.8 µM; 370,000 tested, 0.43% active; AID 720596; in the data active means inhibition above about 24%; further: 0% = median of the test wells and 100% = reference compound wells
BoNT-A LC inh2: blocks Botulinum neurotoxin A light chain protease; multiplex microsphere protease substrate cleavage, flow cytometry; inhibition, % at 10 µM; 360,000 tested, 0.17% active; AID 588499; further: plate controls were buffer without enzyme for full effect and enzyme alone for no effect
Rv3671c inh: Rv3671c (M. tuberculosis) protease inhibition; P9WHR9; inhibition, % at 5.96 µM; 320,000 tested, 0.048% active; in the data active means inhibition above about 38%;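 further: extracellular domain of Rv3671c used as enzyme; 0% = enzyme with DMSO and 100% = no enzyme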
Anthrax LF prot: anthrax lethal factor protease inhibition; multiplex microsphere protease cleavage assay, LF; inhibition, % at 10 µM; 360,000 tested, 0.12% active; AID 588501; further: plate controls were buffer without enzyme for full effect and enzyme alone for no effect
Target sequence (P15917 whole entry, looked up): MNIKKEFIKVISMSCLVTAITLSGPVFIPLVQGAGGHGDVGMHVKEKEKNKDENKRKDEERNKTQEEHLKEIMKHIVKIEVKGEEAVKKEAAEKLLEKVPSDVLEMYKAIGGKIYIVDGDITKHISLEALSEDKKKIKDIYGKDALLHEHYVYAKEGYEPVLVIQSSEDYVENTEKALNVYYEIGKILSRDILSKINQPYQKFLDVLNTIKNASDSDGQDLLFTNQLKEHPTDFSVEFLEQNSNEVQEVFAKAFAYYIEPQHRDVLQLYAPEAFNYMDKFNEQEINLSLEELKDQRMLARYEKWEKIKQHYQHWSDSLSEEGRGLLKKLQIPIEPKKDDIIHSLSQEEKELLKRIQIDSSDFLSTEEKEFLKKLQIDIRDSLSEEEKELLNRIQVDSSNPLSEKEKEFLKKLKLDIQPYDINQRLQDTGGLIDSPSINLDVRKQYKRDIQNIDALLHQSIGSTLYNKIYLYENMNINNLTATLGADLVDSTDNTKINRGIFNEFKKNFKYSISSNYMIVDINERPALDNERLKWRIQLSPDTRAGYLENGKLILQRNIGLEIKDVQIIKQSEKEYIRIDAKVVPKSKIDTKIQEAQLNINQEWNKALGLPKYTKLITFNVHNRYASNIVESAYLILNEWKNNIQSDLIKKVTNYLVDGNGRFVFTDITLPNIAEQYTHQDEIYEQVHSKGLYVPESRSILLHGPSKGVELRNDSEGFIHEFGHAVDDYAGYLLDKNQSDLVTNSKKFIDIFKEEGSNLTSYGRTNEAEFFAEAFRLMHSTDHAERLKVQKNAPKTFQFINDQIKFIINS
DUSP3 inh: inhibitors of human VHR1 phosphatase (DUSP3); P51452; recombinant VHR phosphatase, pNPP absorbance; inhibition, % at 13.3 µM; 290,000 tested, 0.52% active; AID 1654; in the data active means inhibition above about 50%; further: some compounds called inactive have numbers as strong as hits
BoNT-F LC inh: blocks Botulinum neurotoxin F light chain protease; Multiplex microsphere protease cleavage assay, flow cytometry; inhibition, % at 10 µM; 360,000 tested, 0.22% active; AID 588497; in the data active means inhibition above about 35%, passing the limit was not always enough; inconclusive means no clear call, values can overlap the other calls; further: plate controls were buffer without enzyme for full effect and enzyme alone for no effect
CCHF vOTU inh: blocks the CCHF virus ovarian tumor domain protease. CCHFV vOTU protease, Pep-AMC fluorescence. inhibition, % at 11.5 µM. 370,000 tested, 0.55% active. AID 651958; in the data active means inhibition above about 30%; further: 0% = vehicle wells with enzyme and 100% = no enzyme wells
* hit, by the source's call; ? = inconclusive; nt = not tested or not shown; & = joins results of further samples. Unless noted, no stated cut-off is given here; in the data, active means inhibition above about 30%; inconclusive means no clear call, values can overlap the other calls; inactive means below that. Some of the compounds tested; rates above refer to the full screens.

SMILES	MazF activator	SARS 3CLpro inh	PriA SSB inh	PrPC surface inh	BoNT-A LC inh2	Rv3671c inh	Anthrax LF prot	DUSP3 inh	BoNT-F LC inh	CCHF vOTU inh
COc1ccc(C(=O)NCc2nnc(SCC(=O)Nc3ccccc3OC)n2C)cc1	8	-2	-5	7	-0.6	-4	-10	29	-8	1
CCOC(=O)c1c(S(=O)(=O)Nc2ccc(C)cn2)c(C)n(C)c1C	1	-5	6	3	0.2	-5	1	51*	5	-3
O=c1c2sc3nc(N4CCOCC4)c4c(c3c2ncn1-c1ccccc1)CCCC4	-10	0	8	0	-0.3	-8	1	4	-7	1
CCOC(=O)CCc1c(C)nc2c(c(C)nn2-c2ccccc2)c1C	1	-2	-11	4	1.0	2	9	17	4	-7
Cc1ccc(-c2nnn(CCC(=O)N3CCCCC3C)n2)cc1 (centres undefined)	5	0	-8	9	-0.8	3	-1	19	-2	11
C=CCN(CC=C)C(=O)c1ccc(OC2CCN(Cc3ccccn3)CC2)cc1	-2	7	-17	0	0.0	1	-7	21	3	-11
CCCC(=O)C1=C(O)C(C(=O)OC)C(C)(C)CC1=NC(C)C (centres undefined)	3	-1	7	-6	-0.4	-8	1	45	-11	8
Nc1nccnc1C(=O)OCC(=O)Nc1cccc(S(=O)(=O)N2CCCCC2)c1	1	2	-3	8	-0.1	-16	-1	13	-3	-7
CC(=O)N/N=C/c1cc(C(C)C)cc(/C=N/NC(C)=O)c1O	-765	-1	nt	0	-0.2	13	0	10	-7	8
O=C(O)c1cn(Cc2ccccc2)c2ccc(Cl)cc2c1=O	3	nt	2	-5	-0.3	5	-1	nt	-10	-6
CC(C)(C)c1ccc(C(=O)/C(C#N)=C/c2cccs2)cc1	4	0	2	1	0.8	-2	-6	-15	2	4
Nc1ccc2c(c1)COc1ccccc1O2	2	1	3	0	-0.9	2	-6	37	-13	10
CC1CCN(CCOc2ccc(Cl)c(Cl)c2)CC1	3	3	-6	6	0.2	1	1	-10	-4	4
CC(C)(C)SC(=O)CC1NS(=O)(=O)OC2CCCCC12 (centres undefined)	6	-2	-25	-5	-0.3	5	2	9	-8	8
CCN(CC)S(=O)(=O)c1ccc(-c2nnc(SCC(=O)N3CCOCC3)o2)cc1	6	3	-13	-2	0.4	-5	-1	10	1	5
CCc1nc(SCc2cc(Cl)ccc2OC)n[nH]1	7	5	-10	7	-4.4	1	0	-5	-8	12
COc1ccc(S(=O)(=O)N(CC(=O)O)Cc2ccccc2)cc1OC	6	2	4	-1	-0.7	3	-8	26	0	5
O=S1(=O)c2ccc(Br)cc2N2CCC[C@@H]2CN1Cc1ccc(Cl)cc1	-3	nt	-10	-6	-0.2	nt	4	nt	0	14
COc1cccc2sc(NC(=O)c3ccc(S(=O)(=O)N4CCOCC4)cc3)nc12	-4	2	3	5	-1.2	-15	-1	1	2	16
Cc1cccc(C)c1NC(=O)c1sccc1SCc1cccc(C(F)(F)F)c1	-3	1	-34	nt	-4.0	-13	-2	25	-6	nt
Cc1cnc(CN(C)Cc2c(C(=O)N3CCCCCCC3)nc3ccc(Cl)cn23)[nH]1	2	1	3	0	-3.4	-10	1	10	-14	0
Cn1c(SCc2cccc([N+](=O)[O-])c2)nc2ccccc2c1=O	-2	nt	6	7	5.2	-8	-1	nt	?	7
COc1cc(CNc2ccc(N3CCCC3)cc2)ccc1OCc1ccccc1F	-7	1	75	nt	-0.4	-13	-7	11	-38	nt
CN(C(=O)COC(=O)Cn1c(C(F)(F)F)nc2ccccc21)c1c(N)n(Cc2ccccc2)c(=O)[nH]c1=O	-6	-4	-4	-7	3.6	-8	-2	6	-2	0
Cc1ccccc1N=Nc1c(C)[nH]n(-c2ccccc2)c1=O	7	1	1	nt	nt	nt	nt	7	nt	nt
CCN(CC)CC(=O)Nc1nn(-c2ccccc2)nc1C(N)=O	3	1	-13	-2	-0.5	9	3	7	2	-4
CCCN(CC(=O)Nc1ccc(C(N)=O)cc1)CC(=O)Nc1cc(Cl)ccc1Cl	1	-4	0	6	-0.5	-4	2	21	-7	-1
O=C(c1ccco1)N1CCN(C(c2ccccc2Cl)c2nnnn2Cc2cccs2)CC1 (centres undefined)	-7	0	-7	0	-0.2	-2	-4	11	-14	14
O=C(c1ccc2ccccc2c1)N1CCCC1	2	-7	0	0	1.0	-4	-4	13	20	1
CCCCNC(=O)c1onc(CCl)c1C(=O)OC	2	-1	-6	1	0.4	1	-5	-1	-6	8
Cc1cccc(-n2c(O)c(/C=N/Nc3nc4c(c(=O)n(C)c(=O)n4C)n3C)c(=O)[nH]c2=S)c1	6	-2	nt	-5	-0.5	-36	-1	10	-7	2
CCCC1(c2ccccc2)NC(=O)N(CC(=O)Nc2ccccc2C(F)(F)F)C1=O (centres undefined)	8	-4	0	0	-1.8	1	-1	12	-5	5
COc1ccc(Cl)cc1NC(=O)CN(C)C(=O)CCC(=O)c1cc(C)sc1C	-7	nt	15	-5	nt	2	nt	nt	nt	1
COC(=O)Cc1c(C)[nH]n(-c2cc(Cl)cc(Cl)c2)c1=O	3	-1	-8	0	-1.0	-43	-4	10	-3	10
COc1cc(COC(=O)Oc2ccc(CNC(C)=O)cc2OC)c([N+](=O)[O-])cc1OC	2	nt	-2	-16	-0.2	4	-2	nt	-2	31*
Cc1nn(-c2ccccc2)c2sc(C(=O)OCC(=O)N3CCCCC3)cc12	6	nt	-4	-4	-0.6	2	-11	0	-8	3
O=C1C(=O)N(CCN2CCOCC2)C(c2cccc(Cl)c2)/C1=C(\O)c1ccc2c(c1)OCCO2 (centres undefined)	1	-5	nt	8	0.1	-2	2	7	-4	13
CN(Cc1ccccc1)c1ccc(C(CC(N)=O)NC(=O)Cc2cccc3ccccc23)cc1[N+](=O)[O-] (centres undefined)	-3	5	18	-19	-0.9	-5	-4	32	-4	4
Cc1ccc(S(=O)(=O)CCN2CCN(c3ccccc3)CC2)cc1	2	0	-10	-6	-3.1	-2	-2	41	-4	14
COc1cc(CC(=O)Nc2nc(-c3ccccc3)c(C(C)=O)s2)cc(OC)c1OC	-5	1	5	4	3.8	1	2	7	6	5
Cc1ccc(CNS(=O)(=O)NCc2ccc(Cl)cc2)cc1	5	7	3	4	-0.1	-8	-2	2	-4	-2
N#CC(=C(c1ccccc1)c1ccccc1)c1ccccc1	-6	nt	-11	-6	0.0	nt	-6	nt	6	8
O=C(Nc1cccc([N+](=O)[O-])c1)Nc1cnccn1	-11	0	6	-6	-1.0	-4	-1	19	-4	5
O=C(COC(=O)COc1ccccc1)Nc1ncc([N+](=O)[O-])s1	0	nt	0	-12	3.6	-8	-1	nt	-4	17
Cn1c(=O)c(=O)n(C)c2cc(N3CCCCC3)c(NS(=O)(=O)c3ccc([N+](=O)[O-])cc3)cc21	1	0	9	-14	2.7	7	2	-20	3	9
S=C1NC(c2ccccc2)N2C(=S)NC(c3ccccc3)N12 (centres undefined)	7	-4	-7	2	-0.2	-4	20	1	-1	-6
FC(F)Sc1ccc(NC(=S)NC2CCCCC2)cc1	-10	-2	-13	16	-0.8	-3	-8	32	-3	5
COc1cccc(CNC(=O)c2cc3c(c(-c4cccc(-c5cccc(C#N)c5)c4)n2)[C@H](CCO)N(S(=O)C(C)(C)C)C3)c1 (some centres undefined)	nt	nt	nt	12	-1.1	nt	-3	nt	-6	22
CCOc1ccc(NC(=O)c2ccc(-c3csc(C)n3)cc2)cc1	-8	-2	-4	-7	-5.1	-4	-4	29	2	-9
COc1ccc(C(=O)NCC(c2cccnc2)N2CCN(c3ccccc3OC)CC2)cc1OC (centres undefined)	-1	-5	-9	-1	0.0	-9	-8	-2	-7	8
O=C(Nc1nnc(COc2ccc(F)cc2)s1)c1cccs1	8	-5	-7	4	0.2	-9	0	20	-27	18
Cc1ccc(S(=O)(=O)N(C)C[C@@H]2OCc3cn(nn3)CCCC(=O)N([C@@H](C)CO)C[C@H]2C)cc1	5	nt	nt	-6	0.5	nt	0	nt	-8	9
COc1cc(C(=O)/C=C/Nc2ccc(NC(C)=O)cc2)cc(OC)c1OC	8	3	2	2	0.2	-7	-2	-5	-5	14
Cn1c(CNC(=O)c2ccco2)nnc1SCC(=O)c1ccccc1	-1	4	-4	-7	1.2	5	-1	-11	-4	19
CCOc1ccc(OCCC(=O)OCC(=O)Nc2ccc3c(c2)OCCO3)cc1	2	nt	11	8	0.6	5	-4	nt	-12	-5
CCCN1C(=O)/C(=C2/C=Cc3ccccc3N2CC)SC1=S	4	4	68	-11	0.7	13	-4	14	-14	5
COc1ccc(NC(=O)c2c(NC(=O)CNCC(C)C)sc3c2CCC3)c(OC)c1	-8	4	-8	2	-0.1	5	0	-31	0	-2
COc1cccc2sc(=NC(=O)CS(=O)(=O)c3ccccc3)n(C)c12	7	nt	nt	12	-0.3	nt	-10	nt	-3	6
O=C(Nc1ccccc1N1CCCC1)C1CCN(S(=O)(=O)c2cccc(C(F)(F)F)c2)CC1	5	nt	-10	6	nt	3	nt	nt	nt	12
CCOC(=O)c1ccc(N2CCN(c3ccccc3F)CC2)c(NC(=O)Nc2ccccc2)c1	-8	2	-22	7	1.4	-95	-2	21	10	7

Just CCHF vOTU inh and DUSP3 inh, for 3 of the compounds above:
SMILES | CCHF vOTU inh | DUSP3 inh
COc1cccc2sc(=NC(=O)CS(=O)(=O)c3ccccc3)n(C)c12 | 6 | nt
O=C(Nc1ccccc1N1CCCC1)C1CCN(S(=O)(=O)c2cccc(C(F)(F)F)c2)CC1 | 12 | nt
CCOC(=O)c1ccc(N2CCN(c3ccccc3F)CC2)c(NC(=O)Nc2ccccc2)c1 | 7 | 21

Returning to the listing, starting two compounds before the break.
SMILES	MazF activator	SARS 3CLpro inh	PriA SSB inh	PrPC surface inh	BoNT-A LC inh2	Rv3671c inh	Anthrax LF prot	DUSP3 inh	BoNT-F LC inh	CCHF vOTU inh
O=C(Nc1ccccc1N1CCCC1)C1CCN(S(=O)(=O)c2cccc(C(F)(F)F)c2)CC1	5	nt	-10	6	nt	3	nt	nt	nt	12
CCOC(=O)c1ccc(N2CCN(c3ccccc3F)CC2)c(NC(=O)Nc2ccccc2)c1	-8	2	-22	7	1.4	-95	-2	21	10	7
Cc1ccc(NC(=O)c2noc3c2CC(C(C)(C)C)CC3)cc1 (centres undefined)	7	5	1	4	0.3	3	2	23	14	17
O=C1C=C(Nc2ccc(F)cc2)c2ccccc2C1=O	4	nt	28	1	-0.1	-100	-7	nt	-4	22
O=C(N/N=C/c1ccncc1)c1nc2ccccc2c(=O)[nH]1	7	3	nt	2	nt	-3	nt	17	nt	-1
CCN(CC)C(=O)Cn1cc(C(=O)C(=O)N2CCc3ccccc32)c2ccccc21	3	1	-14	53*	1.3	4	5	12	2	24
COc1ccc(CCNc2ncnc3c2c(C)c(C)n3CCCN(C)C)cc1OC	-7	2	8	-9	-0.9	9	-3	22	-13	-10
Cc1cc(NC(=O)CC2CCCC2)n(-c2nc3ccccc3[nH]2)n1	0	2	-24	1	0.3	-8	1	28	-2	13
Cc1ccc(-c2nc(CS(=O)CC(=O)NCCN3CCCC3)c(C)o2)cc1 (centres undefined)	-6	-3	9	-5	-0.6	-3	-2	36	-6	-10
CC(=O)Cc1nsc(NC(=O)c2ccc(COc3cccc(C)c3)o2)n1	-1	2	-1&-5	-2	-0.2	-11	6	43	2	-4
CCOC(=O)C1CCCN(Cc2cn[nH]c2-c2ccc(F)cc2F)C1 (centres undefined)	2	2	3	-1	-0.1	8	-5	7	-1	12
Cc1ccc(-n2nc3c(=O)n(CC(=O)NCCc4ccc(Cl)cc4)nc(C)c3c2C)cc1	-22	-8	-3	7	-0.9	-5	0	10	0	-4
CC(C)(C)Cc1c(-c2ccc(C#N)cc2)nc2ccc(Cl)cn12	4	nt	nt	-2	1.8	nt	2	nt	-25	24
